Screening data: PubChem, National Center for Advancing Translational Sciences (NCATS)
KDM5B inh = KDM5B demethylase inhibition; AID 1347165; KDM5B demethylase, FDH-coupled NADH fluorescence (FDH is formaldehyde dehydrogenase); Q9UGL1; actives 2.6% (n = 220,000); Potency, µM (titrated, usually from 57.7 µM), without a hit: top-dose activity change, negative = inhibition, hits mostly inhibitors; active = well fitted inhibition curve with a large enough effect; inconclusive = small, poorly fitted or top-dose-only effect; inactive = no such curve, though single readings can be large or run the other way; note: 0% is about no effect; nearly all actives have a fitted effect of over 70% in size
Target sequence (Q9UGL1 whole entry, looked up): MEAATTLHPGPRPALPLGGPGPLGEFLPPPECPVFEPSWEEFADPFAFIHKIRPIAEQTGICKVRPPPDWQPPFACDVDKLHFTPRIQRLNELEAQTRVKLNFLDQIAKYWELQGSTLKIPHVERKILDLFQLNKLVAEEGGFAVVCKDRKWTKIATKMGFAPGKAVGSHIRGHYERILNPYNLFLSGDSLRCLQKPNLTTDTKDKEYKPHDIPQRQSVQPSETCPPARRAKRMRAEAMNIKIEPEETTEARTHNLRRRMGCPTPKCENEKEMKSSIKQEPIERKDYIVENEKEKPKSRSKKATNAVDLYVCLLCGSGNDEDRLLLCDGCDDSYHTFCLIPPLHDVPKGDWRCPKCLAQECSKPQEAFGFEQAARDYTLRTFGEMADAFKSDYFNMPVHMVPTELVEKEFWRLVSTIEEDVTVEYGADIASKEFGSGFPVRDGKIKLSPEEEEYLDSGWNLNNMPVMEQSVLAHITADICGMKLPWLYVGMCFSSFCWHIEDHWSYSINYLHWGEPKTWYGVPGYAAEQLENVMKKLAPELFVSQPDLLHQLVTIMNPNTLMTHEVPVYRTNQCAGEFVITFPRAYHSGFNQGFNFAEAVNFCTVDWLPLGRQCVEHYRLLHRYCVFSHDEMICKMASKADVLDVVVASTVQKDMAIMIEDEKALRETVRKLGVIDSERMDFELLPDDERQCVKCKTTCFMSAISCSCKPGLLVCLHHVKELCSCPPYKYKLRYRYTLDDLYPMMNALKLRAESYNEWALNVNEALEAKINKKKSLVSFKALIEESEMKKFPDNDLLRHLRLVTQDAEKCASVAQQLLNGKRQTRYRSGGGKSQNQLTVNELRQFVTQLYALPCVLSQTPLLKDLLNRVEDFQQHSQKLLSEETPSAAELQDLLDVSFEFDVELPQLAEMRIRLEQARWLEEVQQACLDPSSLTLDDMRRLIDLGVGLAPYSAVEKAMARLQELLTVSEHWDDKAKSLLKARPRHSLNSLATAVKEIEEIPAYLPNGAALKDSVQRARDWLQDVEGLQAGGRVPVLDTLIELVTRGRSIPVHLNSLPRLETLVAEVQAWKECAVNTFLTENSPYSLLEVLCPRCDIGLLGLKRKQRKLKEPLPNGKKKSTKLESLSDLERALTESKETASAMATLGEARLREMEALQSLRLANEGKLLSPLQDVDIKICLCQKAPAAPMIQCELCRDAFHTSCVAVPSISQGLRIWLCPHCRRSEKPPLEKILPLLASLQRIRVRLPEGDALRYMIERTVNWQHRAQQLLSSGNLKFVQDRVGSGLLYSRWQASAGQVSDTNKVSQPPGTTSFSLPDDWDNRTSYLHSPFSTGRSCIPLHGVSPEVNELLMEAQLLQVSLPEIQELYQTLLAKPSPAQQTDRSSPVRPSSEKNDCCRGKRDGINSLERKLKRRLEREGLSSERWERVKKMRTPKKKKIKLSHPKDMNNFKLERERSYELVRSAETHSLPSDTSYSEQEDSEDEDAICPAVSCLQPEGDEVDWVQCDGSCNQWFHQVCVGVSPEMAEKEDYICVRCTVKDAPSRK
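KDM5BΔAP (200 nM final) in 50 mM HEPES pH 7.5, 0.01% Tween-20 was preincubated 10 min at RT with compound over a concentration range. Substrate mix (H3K4me3 12.5 µM, α-KG 25 µM, Fe²⁺, ascorbate, NAD⁺, FDH) was added, and NADH fluorescence change over 30 min gave dose-response curves.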
The depositor's hits bear a star; u = inconclusive; [ ] = remark or other dose. Potency is the fitted concentration of half-maximal effect.

KDM5B inh | SMILES
-12% | COc1ccc(N(C(C)C(=O)Nc2ccccc2Sc2ccccc2)S(C)(=O)=O)cc1 (centres undefined)
5% | COc1cc(Cl)c(C)cc1Nc1ncnc2c1nc1n2CCCC1
u | O=C(N/N=C/c1ccc(O)cc1O)C1CC1
35µM* | COc1ccc(CNC(=O)c2nc3nc(-c4ccccc4)c(Cl)cc3n2C)cc1OC
9% | COc1cc(C(C)=O)ccc1OCC(O)CN(C)Cc1sccc1C (centres undefined)
-13% | O=C1CCN(S(=O)(=O)c2ccccc2)CCCN(C2CCCCCC2)CCN1
27% | O=C(Cc1ccccc1)N1CCC2(CC1)CN[S+](=O)([O-])c1ccccc1N2
8% | Cc1ccc(N(CC(=O)NCCc2ccc(Cl)cc2)S(=O)(=O)c2c(C)noc2C)cc1
16% | Cc1cc(C)c2c(CC(=O)Nc3nnc(CC(C)C)s3)coc2c1
-1% | Cc1cccc(-c2cc(C(=O)O)c3ccccc3n2)c1
-2% | COc1ccc(CCNC(=O)c2ccc(NC(=O)CC3SC(N4CCCCC4)=NC3=O)cc2)cc1 (centres undefined)
-45%[86.2 µM] | O=C(Cc1cccc(Cl)c1)NCC1COc2ncncc2C(=O)N1CC1CC1 (centres undefined)
19% | COc1ccccc1NS(=O)(=O)c1ccc2c(c1)OCCO2
1% | CCn1c(SCC(=O)NCC2CCCO2)nc2c([nH]c3ccccc32)c1=O (centres undefined)
-33% | Cc1cccc(NC(=O)C2CC(=O)N(c3n[nH]c4cc(Br)ccc34)C2)c1C (centres undefined)
u | CCc1ccccc1NC(=O)Cn1c(=O)n(-c2ccc(CC(=O)NCC3CCCO3)cc2)c(=O)c2ccccc21 (centres undefined)
-21% | CCOc1ccccc1NC(=O)C(CC)n1c(C(=O)OC)cc2occc21 (centres undefined)
-1% | CCOc1ccc(NC(=O)Cn2nnc(C(=O)OC)c2C(=O)OC)cc1
u | Cc1c(C)c2cc(Cl)c(OCC(=O)NCCCn3ccnc3)cc2oc1=O
-25% | O=C(c1ccccc1F)N1CC(c2nnc(-c3ccncc3)o2)C2(CCOCC2)C1 (centres undefined)
2% | CN1C(=O)c2ccc(C(=O)NCc3ccco3)cc2C1=O
-16% | Cc1ccc(-n2ncc3c(N4CCC(C(N)=O)CC4)ncnc32)cc1
22%[86.2 µM] | O=C1N[C@@H]2CCN(S(=O)(=O)c3ccccc3)[C@@H]2C(=O)N1c1ccc(F)cc1
5% | CS(=O)(=O)N1CCCN(c2cc(C3CC(O)C3)nc(N)n2)CC1 (centres undefined)
15% | Cc1ccc(NC(=O)Cn2c(-c3ccccc3)nc(C)cc2=O)c(C)c1
-12% | CN1/C(=C/C(=O)C(F)(F)C(F)(F)C(F)(F)F)Sc2ccccc21
-6% | O=C(CSc1nc2ccccc2c(=O)[nH]1)Nc1cccc(Br)c1
24% | CC(C)(C)C(=O)NCCCC(=O)NC1CCCC1
-22% | O=C(c1ccc(N2CC3CC(C2)[C@H]2CCCC(=O)N2C3)nc1)N1CCc2ccccc21 (some centres undefined)
u | Cc1nc2ccn(Cc3ccccc3)c(=O)c2cc1C(=O)N1CCN(c2ccccc2F)CC1
4% | COc1ccc(S(=O)(=O)N2CCN(C(=S)Nc3ccc(S(N)(=O)=O)cc3)CC2)cc1
u | CCOCCCn1c(=N)c(C(=O)NCC2CCCO2)cc2c(=O)n3cc(C)ccc3nc21 (centres undefined)
u | O=C1COc2ccc(-c3ccsc3)nc2CN1
14% | COC(=O)c1cn(CC(=O)NC2CC2)c2ccccc12
-14% | Cc1cccc(-c2noc(CNC(=O)c3ccc(C)cc3C)n2)c1
12% | O=C(NCCc1ccccc1)C1CCN(C(=O)N2CC3CC(C2)[C@H]2CCCC(=O)N2C3)CC1 (some centres undefined)
-19%[115 µM] | CN1C(=O)CO[C@H]2CN(Cc3ccc(Cl)cc3)C[C@H]21
-5% | CCOc1cccc2cc(-c3nc(-c4ccccc4Cl)no3)c(=O)oc12
-22% | COc1cc(CN(C(=O)c2ccccc2Br)c2ccccn2)cc(OC)c1OC
10% | Cc1ccc(C(=O)N2CCn3c(nn(-c4ccc(F)cc4)c3=O)C2)cc1
u | COc1cccc(OC)c1C(=O)Nc1cccc(-c2nc3cc(C)cc(C)c3o2)c1
u | CCC[C@H]1CN(C(=O)c2cc(=O)[nH]c3cc(F)ccc23)C[C@@H]1N
-20%[86.2 µM] | COc1cccc(F)c1-c1ncc2c(n1)OCCN(c1cccc(C(F)(F)F)c1)C2=O
-2% | CCOC(=O)C1CCCN(S(=O)(=O)c2cc(-c3cc(C)no3)ccc2OC)C1 (centres undefined)
7% | O=C(COc1ccc(F)cc1)Nc1nnc(S(=O)(=O)N2CCCC2)s1
-25% | CCN(CC)c1ccc(C2C(C(=O)Nc3ccccc3C)=C(C)Nc3ncnn32)cc1 (centres undefined)
7% | CN(C)C(CNC(=O)Cn1cnc2c1c(=O)n(C)c(=O)n2C)c1cccs1 (centres undefined)
0% | Brc1ccc(-c2noc(-c3ccccc3)n2)cc1
-7% | CC(C)N1C(=O)C2(CCCC2)C1C(=O)NCCN1CCCCC1 (centres undefined)
3% | Cc1ccc2[nH]cc(C(C(=O)O)N3CCN(c4ncc(Br)cn4)CC3)c2c1 (centres undefined)

A few values from above:
O=C(NCCc1ccccc1)C1CCN(C(=O)N2CC3CC(C2)[C@H]2CCCC(=O)N2C3)CC1 (some centres undefined) | KDM5B inh: 12%
Cc1ccc(N(CC(=O)NCCc2ccc(Cl)cc2)S(=O)(=O)c2c(C)noc2C)cc1 | KDM5B inh: 8%
CCn1c(SCC(=O)NCC2CCCO2)nc2c([nH]c3ccccc32)c1=O (centres undefined) | KDM5B inh: 1%
CN1/C(=C/C(=O)C(F)(F)C(F)(F)C(F)(F)F)Sc2ccccc21 | KDM5B inh: -12%

A different layout for some results above:
compound | KDM5B inh
COc1ccc(CNC(=O)c2nc3nc(-c4ccccc4)c(Cl)cc3n2C)cc1OC | 35µM*
COc1cc(C(C)=O)ccc1OCC(O)CN(C)Cc1sccc1C (centres undefined) | 9%
O=C1CCN(S(=O)(=O)c2ccccc2)CCCN(C2CCCCCC2)CCN1 | -13%
O=C(Cc1ccccc1)N1CCC2(CC1)CN[S+](=O)([O-])c1ccccc1N2 | 27%

Back to the main list; the two compounds before the break are reprinted first.
KDM5B inh | SMILES
-7% | CC(C)N1C(=O)C2(CCCC2)C1C(=O)NCCN1CCCCC1 (centres undefined)
3% | Cc1ccc2[nH]cc(C(C(=O)O)N3CCN(c4ncc(Br)cn4)CC3)c2c1 (centres undefined)
10% | COCCNC(=O)Cn1cnc2sc(C)c(S(=O)(=O)N3CCN(c4ccccc4OC)CC3)c2c1=O
-7% | O=C(NCc1ccccc1F)C1CCCN(C(=O)Nc2ccccc2)C1 (centres undefined)
1% | Cc1ccccc1C(=O)NCCc1cccnc1
3% | Cc1[nH]c(C)c(C=O)c1C
-16% | CC(=O)N(C1CC1)C1CCOC2(CCN(C(=O)c3cn[nH]c3-c3ccccc3)CC2)C1 (centres undefined)
-22% | CCOc1ccccc1NC(=O)CSc1nc2c(oc3ccccc32)c(=O)n1Cc1ccco1
-27% | C/C(CC(C)(C)c1ccccc1)=N\NC(N)=S
u | Cc1oc2c(c(C)cc3oc(=O)c(CC(=O)NCC(=O)NCC(=O)NCC(C)O)c(C)c32)c1C (centres undefined)
-15% | COc1cc(Cl)ccc1C(=O)N1[C@@H]2CC[C@H]1CC(NC(=O)c1ccncc1)C2 (some centres undefined)
-35% | CC1CCc2onc(C(=O)N3CCN(c4ccc(F)cc4)CC3)c2C1 (centres undefined)
-7% | COc1ccc(C(CNC(=O)COc2ccc(C)c(C)c2)N2CCCCC2)cc1 (centres undefined)
-17% | COc1ccc(CCNC(=O)CCCn2c(=O)c3ccccc3n(CC(=O)Nc3ccc(C)cc3Cl)c2=O)cc1OC
-30% | CCOC(=O)c1cc(S(=O)(=O)NCc2ccc(Cl)cc2)[nH]n1
16% | O=C(Nc1ccc(-c2nnc3n2CCCC3)cc1)c1ccc(F)c(F)c1
-3% | Cc1cccc(CN2CCOCCNC(=O)[C@H]3CCCC[C@H]32)c1
12% | CCCNC(=O)N(C)Cc1nc(-c2ccccc2)no1
-5% | Cc1nc(C)c(-c2ccc(SCC(=O)Nc3ccc(F)cc3F)nn2)s1
-14% | COC(=O)N1CCC(c2nn(-c3ccc(OC)cc3)c(=O)[nH]2)CC1
3% | CCc1ccc2c(CSc3nc4nc(C)cc(C)n4n3)cc(=O)oc2c1
-2% | CC(Sc1nnc(C2CC2)n1Cc1ccccc1)C(=O)Nc1ccnn1C(C)C (centres undefined)
25% | Cc1ccc2cc(COC(=O)c3cccc([N+](=O)[O-])c3)c(=O)[nH]c2c1
0% | CC(NC(N)=S)c1ccccc1 (centres undefined)
u | Cc1ccc(NC(=O)Cn2ncn3c(cc4ccccc43)c2=O)cc1F
0% | CCOC(=O)c1cc(C(O)(C(=O)OC)C(F)(F)F)c(N)o1 (centres undefined)
-1% | Cc1ccc(C(=O)N2CCN(C(=O)c3nnn4c3COC(c3ccccc3)C4)CC2)cc1 (centres undefined)
11% | O=C(c1ccccc1)N1C[C@H]2OC(=O)N(CCc3cccc(Cl)c3)[C@H]2C1
17% | CC(NC(=O)COc1ccc(C#N)cc1)C12CC3CC(CC(C3)C1)C2 (centres undefined)
7% | CNC(=O)C1N(C(C)C)C(=O)C12CCCCC2 (centres undefined)
-44% | Cc1ccc(NC(=O)C2CCN(S(=O)(=O)c3cccc4nonc34)CC2)c(Cl)c1
10% | COc1ccc(S(=O)(=O)N(C)c2ccc(C(=O)Nc3ccccc3C(=O)N3CCOCC3)cc2)cc1OC
-26% | CC1C(=O)N2CCCc3cc(S(=O)(=O)NCc4ccco4)cc1c32 (centres undefined)
3% | Cc1cnc(CC2CCN(S(=O)(=O)c3ccc(C#N)cc3)C2)n1C1CC1 (centres undefined)
u | CC(=O)Nc1cc(F)c(F)cc1NC(=O)c1cc2ccccc2oc1=O
-4% | CN(C)c1ccc(NC(=O)c2cccc(S(=O)(=O)NCc3cccs3)c2)cc1
3%[115 µM] | Cc1noc(C)c1C(=O)N1CCC2(CC1)CN(C(=O)Cc1cccc(Cl)c1)CCO2
8%[115 µM] | CC(C)(C)OC(=O)NCCCC(=O)N1CCN(c2cccc(C=O)c2)C(=O)C1
23% | OC(COCc1ccccc1F)CN1CCCCC1 (centres undefined)
-5% | CCc1ccc(-c2nc(C)c(C(=O)Nc3ccc4[nH]c(=O)[nH]c4c3)s2)cc1
-12% | CC(=O)N1CCc2cc(S(=O)(=O)NC(Cc3ccccc3)C(=O)Nc3cc(C)cc(C)c3)ccc21 (centres undefined)
-18% | COc1ccc(/C=C/C(=O)N2CCC(c3nc4ccccc4o3)CC2)cc1
6% | CC(=O)Nc1ccc(-c2nc(N3CCCC3)sc2C)cc1
-10% | COc1cc(CNc2ncn[nH]2)ccc1OCc1ccccc1C
u | Cn1cccc1CN1CC(N2CCc3ccccc32)C1
19% | Cc1ccc(-n2c(-c3ccccc3)cc(C=Nc3ccc(C)cc3C)c2-c2ccccc2)cc1
-13% | COc1ccc(S(=O)(=O)N(C)CC(=O)NCc2ccco2)cc1OC
6% | O=C(NCc1ccc(F)cc1)c1cc(S(=O)(=O)C2CCS(=O)(=O)C2)ccc1F (centres undefined)
-11% | c1ccc(NCC2CCOC2)cc1 (centres undefined)
-37% | Cc1cc(=O)oc2cc(OCC(=O)OCC(=O)Nc3ccc(C(C)C)cc3)ccc12
12% | Cc1ccc(N(Cc2nc3nc(C)cc(C)n3n2)S(=O)(=O)c2ccc(C)cc2)cc1
5% | Cc1ccc(OCc2nc(C3CCCCN3C(=O)CCN3C(=O)NC(C)(C)C3=O)no2)cc1 (centres undefined)

(further entries)
KDM5B inh | SMILES
18% | O=C(CN1C(=O)c2ccccc2C1=O)N1CCN=C1c1ccccc1
-17% | COc1cccc(/C=C/C(=O)c2nc3ccccc3s2)c1OC(F)F
0% | O=[N+]([O-])c1ccc(/C=C/c2ccc([N+](=O)[O-])cc2)cc1
u | COc1ccc(CC(=O)N2CCC3(CC2)CN(c2ncccn2)CC3CO)cc1 (centres undefined)
28% | Cc1cc(C)c(NC(=O)c2ccc3c(c2)CCC3)c(Cl)c1
-8% | Cc1ccc(NC(=O)C2CCN(S(=O)(=O)c3cccc4nonc34)CC2)cc1C
-1% | O=C(c1cc(COc2cccc(C(F)(F)F)c2)on1)N1C[C@@H]2CCC[C@H]1C2
-16% | COCc1nncn1C1CCN(S(=O)(=O)c2ccccc2C(F)(F)F)CC1
-49% | Cc1ccc(CCNC(=O)c2ccc(CSCc3ccc(C)cc3)o2)cc1
-27% | c1cncc(-c2n[nH]c(CC3CCNC3)n2)c1 (centres undefined)
-5%[86.2 µM] | COc1ccc([C@H]2C[C@@H](O)[C@@H](O)[C@@H]2NC(=O)c2ccc(OC)c(OC)c2)cc1
u | CC(=O)Nc1ccc(CN2CCCC23Cc2ccccc2CN(C(C)=O)C3)cc1 (centres undefined)
u | COc1ccc(C(=O)NCC(c2ccc(N(C)C)cc2)N2CCc3ccccc32)cc1OC (centres undefined)
-27% | COc1ccccc1N1CCN(c2nccnc2SCC(=O)Nc2cccc(Cl)c2C)CC1

Another view of part of the listing above:
COc1ccccc1N1CCN(c2nccnc2SCC(=O)Nc2cccc(Cl)c2C)CC1
  KDM5B inh: -27%

COc1cccc(/C=C/C(=O)c2nc3ccccc3s2)c1OC(F)F
  KDM5B inh: -17%

Cc1ccc(NC(=O)C2CCN(S(=O)(=O)c3cccc4nonc34)CC2)cc1C
  KDM5B inh: -8%

Cc1cc(C)c(NC(=O)c2ccc3c(c2)CCC3)c(Cl)c1
  KDM5B inh: 28%

These rows are one share of the data; count on the stated rates, not on these rows.
